# GAA inhib – qHTS Assay for Inhibitors of Human alpha-Glucosidase as a Potential Chaperone Treatment of Pompe Disease; purified human GAA, 4-MU-alpha-glucoside fluorescence; Potency, µM (titrated, usually from 76.9 µM), inactives show top-dose activity change, negative = inhibition, actives largely listed as inhibitors; 200,000 tested, 0.005% active;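 further: plate controls were uninhibited enzyme wells for no effect and no-enzyme background for full effect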
#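 Read-out is 4-methylumbelliferone fluorescence (Ex 365/Em 440 nm) after NaOH/glycine stop at pH 10. Enzyme 4 nM, substrate 400 uM, pH 5.0 citrate buffer, 20 min room temperature; AC50 from Hill-equation concentration-response.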
# Tau fluor counter – Counterscreen qHTS for Inhibitors of Tau Fibril Formation, Fluorescence Polarization; tau K18 P301L (four-repeat tau fragment) Alexa594 fluorescence, heparin fibrillization; Potency, µM (series often up to 57.7 µM), without a hit: at the highest dose activity change, negative = decrease; 280,000 tested, 0.93% active; AID 1463, 2008; further: on the % scale 0 is the no-effect control and ±100 the full control effect; nearly all actives have a fitted effect of over 55% in size
#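 Human K18 P301L tau (15 uM unlabeled plus 0.24 uM Alexa 594-labeled, final) in 100 mM sodium acetate pH 7 was mixed with compound and 20 uM heparin and incubated 6 hr at 37 C.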
# Epigenetic derep – Quantitative High-Throughput Screen for Regulators of Epigenetic Control; murine LDR cells, GFP reporter derepression, 30 h; Potency, µM (highest dose often 53.9 µM), for inactives: at the top dose GFP activation, hits mostly activators; 280,000 tested, 0.2% active; further: % of control where 0% means no effect; nearly all actives have a fitted effect of over 60% in size
#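 Derepression of a silenced CMV-GFP reporter in murine LDR cells is scored by enumerating GFP-positive cells with a laser-scanning microplate cytometer after 30 hours of treatment at 37 C.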
# aGal spleen mod – qHTS Assay for Inhibitors and Activators of Human alpha-Galactosidase From Spleen Homogenate; AID 2107, 2009; human spleen homogenate, 4MU-alpha-Gal fluorescence, 40 min; Potency, µM (top dose mostly 80 µM), without a hit: at the top dose activity change, negative = inhibition, hits mostly inhibitors; 240,000 tested, 0.008% active;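 further: 0% = enzyme with vehicle and -100% = no enzyme basal signal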
#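 Spleen homogenate 1 ug + cpd (titration) + 4-MU-alpha-D-galactopyranoside 1 mM; 37C 40 min; 50 mM citrate/phosphate pH 5.0, 0.01% Tween-20; stop pH 10; fluorescence 365/440; AC50 via Hill.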
# GAA glycogen mod – qHTS Assay for Inhibitors and Activators of Human alpha-Glucosidase Cleavage of Glycogen; 300,000 tested, 0.38% active; recombinant GAA, glycogen substrate, Amplex Red glucose oxidase fluorescence; Lysosomal alpha-glucosidase (Homo sapiens), P10253; AID 2100, 2009; Potency, µM (doses to about 76.4 µM), for inactives: at the highest dose activity change, negative = inhibition, hits mostly inhibitors;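 further: 0% = full enzyme reaction and -100% = no-enzyme basal signal; the screen sought inhibitors and activators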
#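 Natural-substrate format: glycogen cleavage by 4 nM human enzyme, glucose read by Amplex Red coupling (Ex 573, Em 610 nm). Normalized to enzyme and no-enzyme controls.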
# ALDH1A1 block – qHTS Assay for Inhibitors of Aldehyde Dehydrogenase 1 (ALDH1A1); 220,000 tested, 7.3% active; Purified ALDH1A1, NADH fluorescence, propionaldehyde substrate; Potency, µM (titrated, usually from 75.3 µM), for the others: at the top dose activity, negative = inhibition, actives largely listed as inhibitors; Aldehyde dehydrogenase 1A1 (Homo sapiens), P00352; active means well fitted inhibition curve with a large enough effect, not every such curve was filed as active; inconclusive means small, poorly fitted or top-dose-only effect, or another doubt; inactive means no such curve, though single readings can be large or run the other way;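 further: plate controls were no enzyme wells and a reference inhibitor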
# Target sequence (P00352 whole entry, looked up): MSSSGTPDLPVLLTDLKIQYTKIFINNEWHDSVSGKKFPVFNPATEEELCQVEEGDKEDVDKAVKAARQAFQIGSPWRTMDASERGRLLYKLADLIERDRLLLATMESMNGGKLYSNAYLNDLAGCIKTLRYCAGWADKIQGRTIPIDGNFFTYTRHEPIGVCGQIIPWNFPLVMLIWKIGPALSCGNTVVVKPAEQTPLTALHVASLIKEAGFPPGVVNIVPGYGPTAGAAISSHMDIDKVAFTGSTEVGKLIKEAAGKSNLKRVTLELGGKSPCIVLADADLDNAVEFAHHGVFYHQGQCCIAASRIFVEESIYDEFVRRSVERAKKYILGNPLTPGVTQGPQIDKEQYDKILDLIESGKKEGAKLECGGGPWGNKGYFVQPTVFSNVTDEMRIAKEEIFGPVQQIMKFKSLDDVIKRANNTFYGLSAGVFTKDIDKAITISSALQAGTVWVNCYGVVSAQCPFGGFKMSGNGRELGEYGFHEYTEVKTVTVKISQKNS
# aGlu spleen mod – qHTS Assay for Inhibitors and Activators of Human alpha-Glucosidase From Spleen Homogenate | Potency, µM (highest dose often 79.9 µM), without a hit: top-dose activity change, negative = inhibition, hits mostly inhibitors | 240,000 tested, 0.006% active | human spleen homogenate, 4-MU-alpha-glucoside fluorescence;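 further: 0% = enzyme with vehicle and -100% = no enzyme basal signal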
#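 Compounds were titrated against alpha-glucosidase in spleen homogenate at pH 5.0, with 1 mM 4-methylumbelliferyl substrate for 40 min at 37 C. Reactions were quenched with pH 10 NaOH/glycine and fluorescence measured.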
# NPSR antagonist – qHTS Assay for Antagonists of the Neuropeptide S Receptor: cAMP Signal Transduction; Q6W5P4; CHO-NPSR cells, cAMP TR-FRET, antagonist mode; Potency, µM (highest dose often 38.3 µM), without a hit: at the highest dose activity change, negative = inhibition, usual class: inhibitors; 220,000 tested, 1% active; AID 1461, 2008; further: on the % scale 0 is the no-effect control and ±100 the full control effect; nearly all actives have a fitted effect of over 50% in size; many of its hits are not listed in these tables
# Target sequence (Q6W5P4 whole entry, looked up): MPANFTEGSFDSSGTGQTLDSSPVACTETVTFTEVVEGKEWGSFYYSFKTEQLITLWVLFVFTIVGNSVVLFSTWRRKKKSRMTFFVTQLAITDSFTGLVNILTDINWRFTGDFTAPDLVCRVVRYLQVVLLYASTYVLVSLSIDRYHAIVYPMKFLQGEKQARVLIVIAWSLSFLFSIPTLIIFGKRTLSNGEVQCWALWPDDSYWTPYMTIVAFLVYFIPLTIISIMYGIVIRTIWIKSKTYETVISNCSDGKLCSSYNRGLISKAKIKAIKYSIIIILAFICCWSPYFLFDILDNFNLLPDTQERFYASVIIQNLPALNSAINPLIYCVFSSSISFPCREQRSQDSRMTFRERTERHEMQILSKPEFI
# Active calls of the source: *; ? = inconclusive; . = no result given; [ ] = remark or other dose. Unless noted, the call rests on the fitted dose curve; in most records, active means well fitted curve in the direction sought with a large enough effect; inconclusive means small, poorly fitted or top-dose-only effect, or another doubt; inactive means no such curve, though single readings can be large; an effect the other way counts as inactive or inconclusive. Potency means the concentration at half of the fitted maximal effect. Only part of the results is shown. The share of hits here may be higher or lower than overall.
nr	smiles	GAA inhib	Tau fluor counter	Epigenetic derep	aGal spleen mod	GAA glycogen mod	ALDH1A1 block	aGlu spleen mod	NPSR antagonist
1	CN(CC(=O)NC1CCCCCC1)S(=O)(=O)c1cnc[nH]1	-1%	-10%	-2.2%	0%	3%	5%	-3%	23%
2	Cc1[nH][nH]c(=O)c1C=NCc1cccnc1	-12%	-3%	-0.3%	4%	-10%	2%	.	17%
3	Cc1ccc(C(=O)Oc2coc(CSc3nnc(NC(=O)C4CC4)s3)cc2=O)cc1C	-6%	-24%	1.0%	-10%	15%	?	-13%	-9%[46.1 µM]
4	C/C(=C\c1ccccc1)C(=O)n1nnc2ccccc21	8%	-11%	0.3%	2%	?	-1%	-1%	-9%[46.1 µM]
5	O=c1oc2ccc3ccccc3c2c2c1SC(C(F)(F)F)C2 (configuration not stated)	?	-17%	-3.5%	6%	3%	?	-11%	-15%[46.1 µM]
6	O=C1CCCCC1C(=O)c1ccccc1 (configuration not stated)	.	-2%	1.2%	3%	-9%	.	-10%	37%
7	Cc1cc(Br)ccc1SCC(=O)OCC(=O)NC1CCCC1	-3%	-7%	1.8%	5%	9%	-8%	12%	-2%
8	Cc1cc(C)nc(/N=C(\N)N2CCCCCC2)n1	2%	3%	-0.9%	8%	4%	6%	2%	1%[46.1 µM]
9	Cc1cc(C(F)(F)F)nn1CC(=O)NNC(=S)Nc1ccc(F)cc1	0%	-7%	-1.5%	4%	40µM*	?	0%	-8%[46.1 µM]
10	O=C(Cc1ccccc1[N+](=O)[O-])NCc1ccncc1	10%	-17%	-1.9%	2%	4%	5%	-17%	6%
11	O=C(Nc1ccc2c(c1)OCO2)c1ccc(Br)o1	-1%	-23%	-3.3%	-1%	-6%	-6%	-5%	-4%[46.1 µM]
12	NC(=O)c1c(NC(=O)Cn2nc(C(=O)O)c3ccccc3c2=O)sc2c1CCCC2	.	-25%	1.0%	4%	1%	.	2%	21%
13	CC1(C)Cc2c(C#N)c(N3CCN(C(=O)c4ccco4)CC3)nc(-c3ccco3)c2CS1	-4%	-2%	-0.8%	2%	-12%	2%	0%	10µM*
14	O=C(Nc1ccc(CN2CCCCC2)cc1)c1cc(Br)ccc1Cl	?	-6%	-6.6%	4%	-11%	6%	-9%	-4%
15	CCOC(=O)c1c(Nc2ccc(Cl)cc2)sc(/C=C2\C=Nc3ccccc32)c1O	3%	?	7.1µM*	0%	-1%	-6%	-3%	-14%[46.1 µM]
16	Cc1cc2c(N=O)c(NO)ccc2[nH]1	4%	-26%	16µM*	6%	-8%	-4%	-3%	?
17	Cc1cc(C)c2nc(NNC(=O)c3ccc(S(=O)(=O)N4CC(C)CC(C)C4)cc3)sc2c1 (configuration not stated)	-5%	?	5.3%	-5%	-15%	?	-8%	4%
18	N#CC1(Cc2ccccc2Cl)c2ccccc2C=CN1C(=O)c1ccccc1 (configuration not stated)	-15%	-17%	0.7%	1%	3%	?	-6%	?
19	Cc1cc(NS(=O)(=O)c2ccc(NC(=O)c3cnc4sccn4c3=O)cc2)nc(C)n1	.	7%	-2.6%	3%	-7%	?	-5%	31%
20	O=C1c2ccccc2C(Nc2ccccc2F)N1c1cccnc1 (configuration not stated)	0%	-9%	-2.2%	1%	-3%	-9%	0%	1%[46.1 µM]
21	CN(NC(=O)c1ccccc1)c1nc2ccccc2nc1C(F)(F)F	6%	-4%	2.5%	4%	-1%	7%	-2%	-1%[46.1 µM]
22	CCOC(=O)c1nc(NCc2cccnc2)c2ccccc2n1	-2%	-9%	-7.1%	3%	-8%	-9%	0%	-9%[46.1 µM]
23	Fc1ccc(COc2cccc3cccnc23)cc1	4%	-9%	-1.1%	3%	15%	-10%	0%	8%
24	CCOC(=O)C1CCCN(S(=O)(=O)c2ccc(Br)c(OC)c2)C1 (configuration not stated)	-15%	-22%	-1.1%	-1%	-4%	11µM*	-9%	-13%[46.1 µM]
25	CCn1nc(C)c(C(=O)Nc2cc(Oc3cc(C)cc(C)c3)cc([N+](=O)[O-])c2)c1C	-9%	?	0.1%	0%	-7%	-20%	-6%	-12%[46.1 µM]

# Just GAA glycogen mod (four entries from above):
entry	Structure	GAA glycogen mod
7	Cc1cc(Br)ccc1SCC(=O)OCC(=O)NC1CCCC1	9%
8	Cc1cc(C)nc(/N=C(\N)N2CCCCCC2)n1	4%
9	Cc1cc(C(F)(F)F)nn1CC(=O)NNC(=S)Nc1ccc(F)cc1	40µM*
10	O=C(Cc1ccccc1[N+](=O)[O-])NCc1ccncc1	4%

# Following part
nr	smiles	GAA inhib	Tau fluor counter	Epigenetic derep	aGal spleen mod	GAA glycogen mod	ALDH1A1 block	aGlu spleen mod	NPSR antagonist
26	NC(=S)N=Nc1c(O)n(CCCl)c2ccc(Cl)cc12	2%	-10%	4.0%	4%	-18%	-3%	2%	-53%
27	N#Cc1c(-c2ccccc2)nc(SCC(=O)Nc2nnc(C(F)(F)F)s2)[nH]c1=O	-1%	0%	0.2%	-4%	-1%	-5%	0%	-44%
28	CCCCN1C(N)=NC[C@@H]1Cc1ccc(O)cc1	.	16%	0.0%	4%	7%	.	-6%	18%
29	COc1cc2oc(=O)cc(-c3cccc(-c4cccc(C)c4)c3)c2c(OC)c1OC	.	-25%[81.3 µM]	-0.1%	2%	.	?	6%	.
30	O=C(Cc1ccccc1)Nc1ccc(F)cc1	-4%	-12%	1.5%	-14%	-7%	-4%	-3%	9%
31	Cn1cc(C(=O)N/N=C/c2cccc([N+](=O)[O-])c2)c2ccccc21	.	?	0.0%	-2%	0%	.	-7%	0%
32	CCC(=O)Nc1ccc(-c2nnc(SCC(=O)N3CCCCC3)n2C)cc1	6%	-11%	-0.6%	7%	-6%	-2%	-1%	-4%[46.1 µM]
33	Cn1c(SCC#N)nnc1-c1ccc2c(c1)OCO2	-4%	2%	-1.2%	-2%	10%	-9%	-16%	-8%[46.1 µM]
34	COC(=O)c1cn(NC(=O)C2CCCO2)c(=O)c2ccccc12 (configuration not stated)	1%	0%	-2.2%	8%	-4%	5%	3%	4%
35	CCc1nnc(NC(=O)C2CCN(S(=O)(=O)c3ccc(C)cc3)CC2)s1	-8%	-6%	1.1%	9%	0%	12%	7%	-22%
36	CCCCOC(=O)c1ccc(Nc2ncnc3nc[nH]c23)cc1	2%	-17%	0.0%	10%	-1%	?	8%	-3%
37	C=CCNc1nc(Cl)nc(Nc2ccc([N+](=O)[O-])cc2)n1	-8%	-8%	-1.0%	-10%	0%	2%	-5%	-14%
38	CC(C)[C@H](NS(=O)(=O)/C=C/c1ccccc1)C(=O)OCC(=O)NC(N)=O	.	2%	5.6%	-14%	-3%	.	-1%	2%
39	COC(=O)C1=C(C)OC(N)=C(C#N)C1c1cc(C)sc1C (configuration not stated)	1%	1%	?	1%	-21%	?	4%	-13%[46.1 µM]
40	O=C1CN(C(=O)c2cc3ccccc3o2)c2ccccc2N1	-5%	-18%	-1.0%	-3%	2%	-1%	-7%	7%
41	Cc1nc(N2CCCCC2)c2ccsc2n1	-9%	-13%	4.4%	0%	-5%	-10%	-7%	12%[46.1 µM]
42	CCOC(=O)N1CCN(C(=O)c2cccc(F)c2)CC1	13%	-2%	0.0%	0%	24%	1%	0%	-1%
43	Cc1cccc(NC(=S)NCC(c2cccnc2)N(C)C)c1C (configuration not stated)	3%	10%	0.9%	2%	8%	-15%	-11%	19%
44	CC(=O)OC1CC[C@@]2(C)C3=CC(=O)[C@]4(C)C(CC5OC6(OCC(C)CC6Br)C(C)C54)C3CC[C@H]2C1 (some centres not stated)	.	-6%	1.5%	9%	.	3%	-7%	.
45	CCCOc1ccc(C(=O)CCNc2cccc(Cl)c2)cc1	4%	-25%	-0.1%	10%	1%	7.9µM*	1%	-18%
46	O=C(NCCc1ccccn1)/C(=C/c1ccco1)NC(=O)c1ccccc1	6%	20%[2.34 µM]	2.3%	-27%	-10%	-2%	-3%	-5%
47	N/C(COc1cc(Cl)cc(Cl)c1)=N\O	.	-7%	-1.1%	-1%	0%	.	7%	7%
48	COc1cc(OC)c(/C=N/n2c(C)nnc2C)c(OC)c1	9%	0%	1.8%	-8%	-1%	0%	-10%	8%
49	O=S(=O)(c1ccc2c(c1)CCCN2)N1CCCC2CCCCC21 (configuration not stated)	-4%	?	2.0%	0%	1%	-10%	-1%	55%
50	C=CCC1(O)C(=O)N2C(=C1C(=O)OCC)c1ccc3ccccc3c1CC2(C)C (configuration not stated)	-11%	-12%	2.1%	-1%	-3%	5%	-8%	?
51	COc1ccc(CN(CCC(c2ccccc2)c2ccco2)C(=O)c2ccco2)cc1 (configuration not stated)	3%	-8%	-1.0%	-18%	-7%	7.9µM*	?	-36%
52	COc1ccc(NC(=O)CSc2nnc(-c3ccccn3)n2N)cc1Cl	0%	-1%	0.0%	-4%	11%	?	-2%	-3%[46.1 µM]
53	O=[N+]([O-])c1nn(-c2ccc3c(c2)OCCO3)n(O)c1=NCc1ccc(F)cc1Cl	3%	?	16%	0%	-2%	-1%	4%	6%
54	Cc1ccccc1OCC(=O)N/N=C/c1ccc(Sc2nc3ccccc3s2)o1	-18%	?	-0.2%	-7%	-9%	-5%	-5%	-12%[46.1 µM]
55	COc1ccc(CC(=O)Nc2cccc3ncccc23)cc1OC	-5%	2%	-0.6%	-8%	-1%	6%	-7%	10%
56	O=S(=O)(Cc1ccccc1)c1ccccc1-c1nnc(-c2ccccc2)o1	-11%	-18%	11%	-2%	3%	?	-2%	-24%[46.1 µM]
57	Cc1nnc(NC(=O)CSc2nnc3scc(-c4ccc(C)c(C)c4)n23)s1	4%	-21%	-1.2%	3%	-3%	?	2%	2%[7.67 µM]

# Assay outcomes deposited in PubChem BioAssay by National Center for Advancing Translational Sciences (NCATS).
